RAD52 inh: inhibitors of human RAD52 DNA annealing; P43351; recombinant RAD52 DNA annealing, FRET fluorescence; inhibition, % at 18.7 µM; 360,000 tested, 0.46% active;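 active = every replicate showing at least 50% inhibition; inconclusive = mean inhibition at least 50% but not in every replicate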
Target sequence (P43351 whole entry, looked up): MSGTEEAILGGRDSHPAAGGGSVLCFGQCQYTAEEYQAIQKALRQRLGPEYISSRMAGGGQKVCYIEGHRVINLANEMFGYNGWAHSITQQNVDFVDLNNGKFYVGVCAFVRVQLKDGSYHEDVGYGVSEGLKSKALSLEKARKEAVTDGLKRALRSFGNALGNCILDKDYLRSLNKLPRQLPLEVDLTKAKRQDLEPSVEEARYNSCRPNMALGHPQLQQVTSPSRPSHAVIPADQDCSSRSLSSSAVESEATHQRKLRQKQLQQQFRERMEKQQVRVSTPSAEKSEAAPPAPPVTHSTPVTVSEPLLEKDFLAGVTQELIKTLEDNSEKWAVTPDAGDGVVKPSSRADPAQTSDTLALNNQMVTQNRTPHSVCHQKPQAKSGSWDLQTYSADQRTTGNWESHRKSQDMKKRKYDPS
S100A4 MyoIIA: inhibitors of human S100A4 binding to myosin IIA peptide; inhibition, % at 10.7 µM; S100A4/TAMRA-MyoIIA peptide fluorescence polarization; 360,000 tested, 0.14% active; P26447;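 active = mean inhibition of at least 70% across replicates, with every replicate also reaching that level; inconclusive = mean inhibition reaches 70% but some replicates fall short; inactive = mean inhibition below 70%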
Target sequence (P26447 whole entry, looked up): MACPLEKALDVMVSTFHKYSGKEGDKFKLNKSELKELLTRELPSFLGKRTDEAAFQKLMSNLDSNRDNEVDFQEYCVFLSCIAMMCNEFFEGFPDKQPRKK
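Material: human S100A4 monomer with TAMRA-labelled myosin IIA peptide; buffer or medium: HEPES pH 7.2 with CaCl2, KCl, NaCl, DTT, Triton; compound dosing: one concentration per compound; schedule: 5 min incubation before reading; benchmarks: neutral control DMSO, positive control TFP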
ERp5 inh: blocks human ERp5 reductase activity on insulin. Q15084. ERp5 insulin aggregation, absorbance 650 nm, 90 min. inhibition, % at 9.99 µM. 350,000 tested, 0.05% active;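 active = mean replicate inhibition above about 25%, with every replicate also reaching it, limit read from the data, passing the limit was not always enough; inconclusive = only one of those two criteria met; inactive = neither criterion met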
Target sequence (Q15084 whole entry, looked up): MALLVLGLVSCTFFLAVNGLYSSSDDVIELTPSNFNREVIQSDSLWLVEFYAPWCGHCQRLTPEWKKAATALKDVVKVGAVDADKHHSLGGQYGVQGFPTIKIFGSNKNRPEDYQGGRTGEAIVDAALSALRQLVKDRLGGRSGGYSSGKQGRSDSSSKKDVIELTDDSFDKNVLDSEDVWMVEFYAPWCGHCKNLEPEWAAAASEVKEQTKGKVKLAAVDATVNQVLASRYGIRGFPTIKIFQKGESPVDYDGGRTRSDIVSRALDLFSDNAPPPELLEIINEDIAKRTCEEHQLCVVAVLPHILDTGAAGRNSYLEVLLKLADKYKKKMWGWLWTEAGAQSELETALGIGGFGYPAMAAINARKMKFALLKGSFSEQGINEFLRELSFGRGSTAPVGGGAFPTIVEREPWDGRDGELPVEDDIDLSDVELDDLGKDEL
esBAF inh: blocks esBAF chromatin remodeling in mouse ES cells. Bmi1-luciferase knock-in reporter, 24 h; 100% = twice the neutral-well signal. reporter increase, % at 12.5 µM. 350,000 tested, 2% active. AID 602393; in the data active = activation above about 40%; inconclusive = no clear call, values can overlap the other calls;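 note: 0% = median of the plate's neutral control wells and 100% = double that signal; a rise in the Bmi1 reporter signal indicates esBAF inhibition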
RAD54 inh: RAD54 (human) branch migration inhibition | Q92698 | RAD54 Holliday junction branch migration, FAM/BHQ fluorescence | inhibition, % at 10.4 µM | 360,000 tested, 0.14% active | AID 602329;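 active = mean normalized replicate activity at least 40 and at least half of replicates scoring 40 or more; inconclusive = only one of the two criteria met; inactive = mean below 40 and under half of replicates reaching 40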;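 note: 0% = median of neutral control wells and 100% = median of positive control wells; inhibitors cause a drop in the FAM fluorescence signal; in these data hits start at about 50%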
E-selectin induc: E-selectin induction on HUVECs. P16581. HUVEC E-selectin immunofluorescence imaging; normalized: neutral wells 0, TNF-alpha wells 100. activation, % at 7.58 µM. 260,000 tested, 0.37% active. AID 686992;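 active = mean E-selectin-positive cell signal at least 10% of the positive control, reached in at least 60% of replicates, without over 20% cell loss; inconclusive = no rule given, readout overlaps actives, possibly toxicity-flagged; inactive = the rest, including those meeting only one limit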;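 note: in these data hits start at about 27%; measured in HUVEC primary endothelial cells; signal is the percent of cells scored E-selectin positive by PE staining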
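Assay system: HUVEC primary endothelial cells. Input: 3,000 HUVEC seeded per well. Doses: one compound dose added by pin transfer. Read-out basis: % PE-positive cells. Benchmarks: TNF-alpha high, DMSO low. Detection: immunofluorescence imaging. Buffer or medium: EGM-2, gelatin.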
Xi reactivation: X-chromosome reactivation activator; 360,000 tested, 0.055% active; activation, % at 7.58 µM; XiGFP mouse fibroblasts, % GFP-positive cells imaging, 3 d; cells co-treated with 5-aza-dC sensitizer; scaled so ellipticine positive control = 100%; AID 743238;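 active = mean normalized replicate activation at least 10% and every replicate at or above 10%; inconclusive = only one of the two criteria met; inactive = mean below 10% and not all replicates reach 10%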;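 note: 0% = median of on-plate neutral control wells and 100% = ellipticine 6 µM median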
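System: 68-5-11 XiGFP fibroblast line | Buffer or medium: DMEM containing 5-aza-dC | Compound: Single point | Times: Compounds 3 days, fix/stain 15 min at room temperature | Benchmarks: Positive control ellipticine, 6 µM final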
ERAP1 HTS inh: ERAP1 (human) enzyme inhibition | Q9NZ08 | recombinant ERAP1, Leu-AMC fluorescence, 60 min | inhibition, % at 10.7 µM | 340,000 tested, 0.15% active | AID 652197;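 active = mean replicate inhibition of at least 30%, or all replicates individually reaching that 30% level; inactive = mean below 30% and not every replicate reaching it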;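 note: 0% = neutral control wells and 100% = L-leucinethiol positive control wells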
* = called active by the depositor; ? = inconclusive; · = not tested or not shown.

SMILES	RAD52 inh	S100A4 MyoIIA	ERp5 inh	esBAF inh	RAD54 inh	E-selectin induc	Xi reactivation	ERAP1 HTS inh
CCOc1ccc(N(CC(=O)Nc2ccc(C)cc2)S(=O)(=O)c2c(C)[nH]c(=O)[nH]c2=O)cc1	-9	3	6	3	3	0.1	0.0	-1
O=C(Nc1ccccc1)[C@@H]1CC=C[C@@H]2CCN(C3CCCCC3)C(=O)[C@@H]21	-3	-1	-3	4	-2	-0.1	0.5	·
C=CCN(Cc1ccc(Cl)s1)C(=O)CNC(=O)CNC(=O)c1ccc(Cl)cc1Cl	-21	-1	4	-8	2	-0.6	0.0	1
CC(C(=O)NC1C(=O)N2C(C(=O)O)=C(CSc3nnnn3C)CSC12)n1cc(Cl)cn1 (stereo unspecified)	-1	-24	-1	·	·	-0.6	0.1	0
CC(=O)NCCc1csc(-c2ccccc2)n1	4	1	1	35	-2	·	·	-3
CC(C)c1nnc(NC(=O)CCC(=O)NCc2ccccc2Cl)s1	-6	-2	1	-2	16	·	-0.1	0
Cc1ccc(S(=O)(=O)N(C)C[C@H]2OCCCC[C@H](C)Oc3ccc(NC(=O)c4ccncc4)cc3C(=O)N([C@H](C)CO)C[C@@H]2C)cc1	22	-11	1	3	-7	1.2	0.1	-4
Nc1nn2c(-c3ccccc3)cc(=O)[nH]c2c1N=Nc1ccc(O)cc1	-9	-8	3	2	-1	·	0.3	-2
Cc1ccc(C)n1-c1ccc(C(=O)N/N=C/c2ccncc2)cc1	-12	-4	2	·	·	·	-0.1	6
CC(C)N(C(=O)Cc1ccccc1[N+](=O)[O-])C(C)C	-15	-4	3	-4	18	6.1	0.6	-3
N#C/C(=C(/O)c1cc2ccccc2o1)c1nc2ccccc2s1	-59	-8	0	31	12	-0.2	-0.2	-5
CCC(c1n[nH]c(=S)n1-c1ccccc1)N(C)C (stereo unspecified)	-6	3	1	·	·	-2.1	-0.1	1
Cc1ccccc1C(=O)Nc1c(C(=O)N2CCCC2)cnn1-c1ccccc1	-8	10	-1	2	-14	·	·	-3
CN1C[C@@H]2[C@H](c3ccccc31)[C@@H](CO)N2C(=O)Nc1ccccc1	·	·	·	1	1	0.0	0.2	·
COCCNC(=O)Cn1ncc2ccsc2c1=O	-3	6	-2	0	-8	-0.9	-0.1	-4
CCOc1ccc(S(=O)(=O)N2CCC(C(=O)NCc3ccncc3)CC2)cc1	2	-4	5	-4	3	-0.3	0.0	2
CC(C)c1ccc(OCc2ccc(C(=O)N(C)C)o2)cc1	-7	-11	-2	57*	-4	0.2	0.0	-5
CCOc1ccc(NC2=CC(=O)C(=O)c3ccccc32)cc1	-3	-1	-4	·	·	-0.6	0.5	-6
COCC(=O)NC[C@H]1[C@@H](c2ccc(-c3ccccc3)cc2)[C@@H](CO)N1C(C)=O	-7	-3	10	0	2	0.7	0.0	1
CC(C)c1ccc(CN2CC(C(=O)O)CC2=O)cc1 (stereo unspecified)	-8	5	1	-5	-4	·	·	2
COc1ccc(C2C(C(=O)c3ccco3)=C(O)C(=O)N2CCN2CCOCC2)c(OC)c1 (stereo unspecified)	-13	1	-2	1	-5	-0.1	-0.1	0
CCNC(=O)[C@H]1[C@H](CO)[C@H]2Cn3c(ccc(-c4ccccc4)c3=O)[C@H]2N1C(=O)C1CC1	7	-44	7	-4	5	0.4	0.1	-2
COCC#Cc1ccc2c(c1)O[C@@H](CN(C)S(=O)(=O)c1ccc(F)cc1)[C@H](C)CN([C@H](C)CO)S2(=O)=O	3	0	-12	-3	5	0.9	-2.1	2
CCCCOCC1CN(CCCC)S(=O)(=O)c2c(Oc3ccc(C(C)C)cc3)cccc2O1 (stereo unspecified)	-2	-1	3	·	·	?	0.0	·
Cc1nn(C(=O)/C(C#N)=C/N(C)C)c(C)c1C	-9	-6	-7	·	·	·	0.0	0
COC(=O)NNC(=O)COc1cc(C)ccc1C	-8	-2	-4	-3	8	0.0	0.0	-2
C/C(=C\C(=S)Nc1ccccc1)Nc1ccc2ccccc2c1	-13	-5	4	·	·	2.8	0.0	-1
CCOc1ccc(Nc2nc(NCc3ccco3)nc(N)c2[N+](=O)[O-])cc1	-9	1	-4	4	·	·	0.2	-4
CCCC#Cc1ccc2c(c1)O[C@@H](CN(C)C)[C@@H](C)CN([C@@H](C)CO)S2(=O)=O	-2	2	4	-3	5	0.0	-0.8	4
O=CN1CCN(C(=O)CC(c2ccccc2)c2cc(Br)ccc2O)CC1 (stereo unspecified)	-11	-1	3	5	-7	0.0	0.3	-2
O=C1C(=Cc2ccccc2O)SC(=S)N1CCCN1CCOCC1	-39	-7	-5	0	-5	0.0	0.1	7
COc1ccc(OC)c(S(=O)(=O)N2CCN(C(=O)c3cc(C4CC4)nn3-c3ccccc3)CC2)c1	-11	-7	3	-6	14	·	0.4	4
Cn1c(=O)c2c(nc(C3CC4C5CCC(C5)C4C3)n2C)n(C)c1=O (stereo unspecified)	1	1	-10	·	·	·	0.8	0
C[C@@H]1CN([C@@H](C)CO)S(=O)(=O)c2ccc(C#Cc3cccnc3)cc2O[C@@H]1CN(C)C(=O)C1CC1	-2	11	1	-2	0	0.3	-0.8	1
C[C@H](O)[C@@H]1CN2CCc3ccc(-c4ccc5c(c4)OCO5)cc3[C@@H]2C[C@@H]1N(C)C(=O)c1ccco1	20	-4	-1	·	·	-0.3	0.6	3
COc1cccc(NC(=O)n2nc(N)cc2-c2ccc(Cl)cc2)c1	-7	0	1	3	-8	-0.3	0.0	5
CC1CCC2(CC1)NC(=O)N(Cc1nc(-c3ccccc3)no1)C2=O (stereo unspecified)	-13	-1	-5	·	-14	·	·	7
COc1ccc(N2CC(C(=O)NCc3ccco3)CC2=O)cc1 (stereo unspecified)	-12	-4	4	-3	-2	-0.2	0.0	7
Cc1ccc(S(=O)(=O)Nc2cccc(C(=O)NC3CCN(Cc4ccccc4)CC3)c2)cc1F	-27	0	-3	·	-4	·	-0.1	-5
O=C(O)COc1ccc(/C=N/NC(=O)Cc2ccc(Cl)cc2)cc1	-11	-7	-3	-5	2	1.5	0.0	-5
C[C@@H]1CN([C@H](C)CO)C(=O)c2ccccc2-c2ccccc2CO[C@@H]1CN(C)S(=O)(=O)c1cccc(F)c1	12	-44	-1	-1	2	-0.3	0.4	0
COc1cccc(C(C)(O)c2nc(-c3cc4ccccc4o3)cs2)c1 (stereo unspecified)	-16	0	-3	-6	-7	-0.4	0.0	-2
Cn1nc(NC(=O)C(F)(F)F)c2ncc(-c3ccc(Cl)cc3)nc21	-1	5	-1	?	·	-0.1	0.0	-1
COc1ccc(C(=S)N2CCN(c3cccc(Cl)c3)CC2)c(OC)c1	-16	0	2	·	·	·	0.4	-4
Cc1c(NC(=O)C(C)OC(=O)c2cc(Cl)ccc2O)c(=O)n(-c2ccccc2)n1C (stereo unspecified)	-6	-3	7	·	-14	0.4	0.0	-1
Cc1noc(C)c1NC(=O)N(C)C[C@@H]1Oc2ncc(C#CC(C)C)cc2C(=O)N([C@H](C)CO)C[C@H]1C	5	-6	3	2	-3	0.2	-0.6	1
O=C(NC1=NCCS1)c1cc(-c2cccs2)nc2ccccc12	-4	8	0	·	·	-0.7	0.0	·
O=C(CCC(=O)Nc1ccc(Br)cc1)N/N=C/c1ccccc1O	-14	-2	-2	7	-9	0.2	0.0	-4
NS(=O)(=O)c1ccc(OCCCN2CCC(C(O)(c3ccccc3)c3ccccc3)CC2)cc1	-7	2	0	·	·	0.1	0.0	-4
CCCNC(=O)C[C@@H]1CC[C@H]2[C@@H](COc3ccc(NC(=O)COC)cc3C(=O)N2C)O1	·	·	·	-6	10	0.1	0.4	·
CCc1ccc(NC(=O)CSc2nnc(C)c(=O)n2N)cc1	-8	2	3	·	2	0.1	0.2	0
CCCc1cn(CC[C@H]2CC[C@@H](NC(=O)C3CCOCC3)[C@@H](CO)O2)nn1	-3	?	0	6	-11	0.2	0.1	3
CCC(Sc1nncn1C)C(=O)Nc1nnc(-c2ccc(Cl)cc2)s1 (stereo unspecified)	-5	-1	3	15	27	0.8	0.3	4
O=C(CSc1nncs1)NNC(=O)c1ccccc1Br	-6	1	9	-3	8	1.7	0.0	0
NS(=O)(=O)c1ccc(CNC(=O)/C=C/c2c(F)cccc2Cl)cc1	-16	0	1	·	·	·	-0.2	10
Cc1ccc(S(=O)(=O)c2nc(-c3cccs3)oc2N2CCC(C(N)=O)CC2)cc1	-1	-14	2	-3	-5	1.9	0.0	-1
Cc1ccc(NS(=O)(=O)c2ccc3[nH]c(=O)oc3c2)c(C)c1	-27	-4	-10	0	-18	·	0.3	3
C[C@H](CO)N1C[C@H](C)[C@@H](CN(C)S(=O)(=O)c2ccccc2F)Oc2ncc(/C=C/c3ccccc3)cc2C1=O	0	-6	-1	9	4	0.0	0.0	3
CN1C(=O)c2cc(NC(=O)C3CCOCC3)ccc2OC[C@H]2O[C@@H](CC(=O)NC3CCCC3)CC[C@@H]21	-5	5	1	4	4	0.0	0.2	-2

Random excerpt: three compounds from above, in no set order.
SMILES	RAD52 inh	S100A4 MyoIIA	ERp5 inh	esBAF inh	RAD54 inh	E-selectin induc	Xi reactivation	ERAP1 HTS inh
Cc1ccc(S(=O)(=O)c2nc(-c3cccs3)oc2N2CCC(C(N)=O)CC2)cc1	-1	-14	2	-3	-5	1.9	0.0	-1
O=C(CSc1nncs1)NNC(=O)c1ccccc1Br	-6	1	9	-3	8	1.7	0.0	0
COc1cccc(C(C)(O)c2nc(-c3cc4ccccc4o3)cs2)c1 (stereo unspecified)	-16	0	-3	-6	-7	-0.4	0.0	-2

Entries above containing two or more sulfur atoms, in the order listed:
SMILES	RAD52 inh	S100A4 MyoIIA	ERp5 inh	esBAF inh	RAD54 inh	E-selectin induc	Xi reactivation	ERAP1 HTS inh
CC(C(=O)NC1C(=O)N2C(C(=O)O)=C(CSc3nnnn3C)CSC12)n1cc(Cl)cn1 (stereo unspecified)	-1	-24	-1	·	·	-0.6	0.1	0
COCC#Cc1ccc2c(c1)O[C@@H](CN(C)S(=O)(=O)c1ccc(F)cc1)[C@H](C)CN([C@H](C)CO)S2(=O)=O	3	0	-12	-3	5	0.9	-2.1	2
O=C1C(=Cc2ccccc2O)SC(=S)N1CCCN1CCOCC1	-39	-7	-5	0	-5	0.0	0.1	7
O=C(NC1=NCCS1)c1cc(-c2cccs2)nc2ccccc12	-4	8	0	·	·	-0.7	0.0	·
CCC(Sc1nncn1C)C(=O)Nc1nnc(-c2ccc(Cl)cc2)s1 (stereo unspecified)	-5	-1	3	15	27	0.8	0.3	4
O=C(CSc1nncs1)NNC(=O)c1ccccc1Br	-6	1	9	-3	8	1.7	0.0	0
Cc1ccc(S(=O)(=O)c2nc(-c3cccs3)oc2N2CCC(C(N)=O)CC2)cc1	-1	-14	2	-3	-5	1.9	0.0	-1

Screening data as filed in PubChem BioAssay.
